GLD-1 TGE inh: GLD-1-TGE RNA interaction inhibition (C. elegans). Q17339. purified GLD-1 + fluorescein TGE RNA, fluorescence polarization. inhibition, % at 5.96 µM. actives 0.44% (n = 320,000);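 active = percent inhibition above a per-plate cutoff, the plate mean of test compounds plus 3 SD, cut at about 30% in these data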;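 note: 0% = DMSO wells with GLD-1 and probe and 100% = wells lacking GLD-1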
MEX-5 binding: C. elegans MEX-5 TCR-2 RNA binding activity. AID 1832. actives 0.38% (n = 300,000). Q9XUB2. MEX-5/FITC-TCR2 RNA binding, fluorescence polarization; active compounds read low. activity score (negative = inhibition of binding), % at 10 µM;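 active = inhibition past about -25% in most replicates, and total fluorescence under double the plate's negative control median, limit read from the data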;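 note: 0% = DMSO and -100% = 5 µM competing unlabeled TCR2 RNA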
Target sequence (Q9XUB2 whole entry, looked up): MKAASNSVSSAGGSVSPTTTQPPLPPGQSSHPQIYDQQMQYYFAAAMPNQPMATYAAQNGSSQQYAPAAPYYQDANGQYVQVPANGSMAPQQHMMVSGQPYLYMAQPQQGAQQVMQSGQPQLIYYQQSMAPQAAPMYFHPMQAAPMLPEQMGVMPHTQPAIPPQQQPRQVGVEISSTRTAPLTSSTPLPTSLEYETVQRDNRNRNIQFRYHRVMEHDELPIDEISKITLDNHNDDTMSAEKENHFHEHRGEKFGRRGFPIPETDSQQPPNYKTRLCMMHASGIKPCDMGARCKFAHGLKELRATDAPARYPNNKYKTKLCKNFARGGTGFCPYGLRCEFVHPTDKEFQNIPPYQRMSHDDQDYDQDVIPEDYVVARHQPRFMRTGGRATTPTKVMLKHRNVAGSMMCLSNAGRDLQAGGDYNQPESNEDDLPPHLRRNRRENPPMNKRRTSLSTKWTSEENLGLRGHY
AGP1-GFP MLPCN: alters AGP1-GFP fluorescence in TOR pathway yeast screen; S. cerevisiae AGP1-GFP multiplex flow cytometry, 3 h; GFP as percent of DMSO wells; GFP response vs DMSO, % at 10 µM; actives 0.02% (n = 320,000); AID 2066;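 active = GFP response relative to DMSO above a set limit, near screen average plus 3 SD, cut at about 150% in these data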;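 note: median GFP channel fluorescence of the gated AGP1 strain per well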
CIT2-GFP yeast: yeast TOR pathway CIT2-GFP modulation. S. cerevisiae CIT2-GFP strain, flow cytometry, 3 h; 100 means same as DMSO wells. GFP response vs DMSO, % at 10 µM. actives 0.065% (n = 320,000);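 active = GFP response relative to DMSO above a set limit, near the screen mean plus 3 SD, cut at about 150% in these data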;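 note: ratio of well median GFP fluorescence to mean of DMSO wells on the plate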
Bcl-xL primary: Bcl-xL (human) inhibition. Q07817. GST-Bcl-xL / FITC-Bim BH3 peptide fluorescence polarization. inhibition, % at 10.9 µM. actives 0.7% (n = 320,000);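 active = inhibition above the mean of all tested compounds plus 3 SD, cutoff set per campaign, cut at about 30% in these data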;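 note: 0% = DMSO wells and 100% = unlabeled Bim-BH3 peptide competitor; inhibitors lower millipolarization by displacing the labeled peptide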
Target sequence (Q07817 whole entry, looked up): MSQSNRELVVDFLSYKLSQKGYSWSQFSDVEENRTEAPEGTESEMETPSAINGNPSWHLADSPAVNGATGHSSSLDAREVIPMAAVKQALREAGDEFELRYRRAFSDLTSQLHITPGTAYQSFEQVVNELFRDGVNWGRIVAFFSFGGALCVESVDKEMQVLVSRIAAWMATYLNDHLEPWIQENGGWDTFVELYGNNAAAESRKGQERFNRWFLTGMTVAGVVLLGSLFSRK
GRK2 inh: human GRK2 inhibition via aptamer displacement | P25098 | bead flow cytometry, FAM-aptamer displacement from GRK2 | inhibition of aptamer binding, % at 10 µM | actives 0.59% (n = 330,000);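 active = inhibition of aptamer binding above 40%, roughly 3 SD of noise, on plates passing a quality check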;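 note: median bead fluorescence of bound FAM aptamer so fluorescent compounds give negative values; no value below 0 was filed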
VLA-4 inh: inhibition in a human VLA-4 binding assay; P13612; VLA-4 expressing cells, ligand binding flow cytometry; inhibition, % (about 7 µM as worked out from the volumes in the protocol); actives 0.2% (n = 330,000); AID 2557; in the data active = inhibition above about 50%
MCL1 BIM primary: MCL1-BIM-BH3 interaction inhibition (human); Q07820; GST-MCL1 / FITC-Bim-BH3 fluorescence polarization; inhibition, % at 10.9 µM; actives 0.68% (n = 320,000); AID 2057;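 active = inhibition above the mean inhibition of all tested compounds plus 3 SD, set per campaign, cut at about 40% in these data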;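 note: 0% = DMSO wells and 100% = unlabeled Bim-BH3 peptide control; higher means more loss of mP so more displacement of Bim peptide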
Target sequence (Q07820 whole entry, looked up): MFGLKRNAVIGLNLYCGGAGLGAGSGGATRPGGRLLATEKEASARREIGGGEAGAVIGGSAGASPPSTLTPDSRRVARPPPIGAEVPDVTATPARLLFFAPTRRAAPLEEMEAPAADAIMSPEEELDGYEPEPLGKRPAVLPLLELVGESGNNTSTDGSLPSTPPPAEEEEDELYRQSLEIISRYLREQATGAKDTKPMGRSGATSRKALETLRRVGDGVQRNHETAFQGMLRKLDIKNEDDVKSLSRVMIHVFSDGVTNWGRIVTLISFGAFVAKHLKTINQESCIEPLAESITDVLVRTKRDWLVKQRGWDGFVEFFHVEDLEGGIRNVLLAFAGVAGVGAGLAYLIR
Fam108B counter: Fam108B inhibition, counter-screen for RBBP9 inhibitors | recombinant Fam108B, FP-Rh probe fluorescence polarization | inhibition, % at 9.51 µM | actives 0.33% (n = 300,000) | AID 1947;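 active = inhibition above the screen mean inhibition plus 3 SD, computed separately per campaign, cut at about 18% in these data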;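 note: inhibitors lower polarization as less probe binds the enzyme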
Starred values were filed as active, the others as inactive; · = not tested or not shown. Compounds as they come (roughly 2.2% active in at least one column).

smiles | GLD-1 TGE inh | MEX-5 binding | AGP1-GFP MLPCN | CIT2-GFP yeast | Bcl-xL primary | GRK2 inh | VLA-4 inh | MCL1 BIM primary | Fam108B counter
COc1ccc(CCNC(=O)CN2CCC(C(N)=O)CC2)cc1 | 2 | -3.1 | 104 | 101 | 5 | 0 | 11 | 4 | -2
CCCCNC(=O)CCCCCn1c(=O)[nH]c2cc(OC)c(OC)cc2c1=O | -4 | -1.2 | 107 | 86 | 2 | 0 | 6 | 1 | -4
CCC(Sc1nc2ccccc2s1)C(=O)Nc1cc(C)on1 (centres undefined) | 8 | 1.4 | 104 | 81 | 2 | 2 | 1 | 8 | 0
Cc1c(Cl)c([N+](=O)[O-])nn1CCCC(=O)Nc1cccc(O)c1 | 4 | -0.4 | 105 | 102 | 3 | 0 | 0 | 5 | 4
Cc1ccc(NC(=O)Nc2cc(Cl)ccc2C2COC(=O)C2=N)cc1 (centres undefined) | 5 | -1.8 | 96 | 92 | 5 | 0 | 55* | 4 | -6
Cc1ccc(-c2ccc(CCC(=O)O)n2NC(=O)c2ccco2)cc1 | -4 | -0.5 | 110 | 106 | -1 | 4 | 8 | 5 | -2
Cc1cc(C(=O)Cn2cncn2)c(C)n1CCc1ccc(F)cc1 | -1 | 1.5 | 96 | 87 | 0 | 0 | -2 | -1 | 2
COc1ccc(CCNC(=O)CCCn2c(SCC(N)=O)nc3cc4c(cc3c2=O)OCO4)cc1OC | 0 | -0.1 | 108 | 116 | -2 | 1 | 16 | 1 | 0
O=C(NC1CC1)C1CCN(C2CCN(C(=O)CSc3ccccc3)CC2)CC1 | -2 | 0.9 | 113 | 113 | 7 | 4 | 26 | 5 | 2
O=C(N/N=C/c1ccc(N2CCOCC2)o1)c1cccc(F)c1 | 11 | 4.1 | 106 | 101 | 14 | 5 | 6 | 13 | 4
Cc1ccccc1N1CC(C(=O)O)CC1=O (centres undefined) | 6 | 0.1 | 106 | 109 | 6 | 4 | 18 | 3 | 0
O=C1C2C3C=CC(C3)C2C(=O)N1c1cccc2ccccc12 (centres undefined) | 6 | -0.8 | 100 | 97 | -3 | 0 | -2 | -14 | 1
Cc1ccc(NC(=O)CSc2nnc(-c3ccco3)o2)cc1 | 1 | -2.4 | 94 | 94 | 3 | 0 | -3 | 0 | 5
CCOP(=O)(OCC)C(Nc1ccc(F)cc1)c1ccccc1 (centres undefined) | 2 | 0.7 | 102 | 99 | 8 | 0 | 16 | 0 | -1
C=CCNC(=O)/C(C#N)=C/c1c(N2CC(C)OC(C)C2)nc2ccccn2c1=O (centres undefined) | 2 | -1.2 | 102 | 101 | 3 | 0 | 14 | 9 | 3
CC(C)c1ccc2c(c1)C(N1CCN(C)CC1)Cc1cccnc1S2 (centres undefined) | 7 | -0.2 | 110 | 97 | 6 | 0 | 14 | -4 | -3
Cc1cccc(N2CCN(S(=O)(=O)c3ccc(-c4ccc(=O)[nH]n4)o3)CC2)c1C | 3 | -1.5 | 103 | 90 | -1 | 3 | 1 | 4 | -8
COc1ccccc1-c1ccc(Nc2ccc(C(=O)N3CCOCC3)cc2)nn1 | 5 | -0.4 | 97 | 94 | 4 | 0 | -18 | 5 | -4
CCc1noc(N)c1C(=O)Nc1ccc(Cl)cc1 | 2 | -3.5 | 90 | 88 | 8 | 0 | 3 | 1 | -1
COc1ccc2[nH]c(C)c(CCNC(=S)Nc3cccc(C)c3C)c2c1 | 9 | -0.2 | 98 | 88 | 4 | 0 | 33 | 7 | 0
CCOC(=O)CSc1nc2c(sc(=S)n2-c2ccc(OCC)cc2)c(=O)[nH]1 | 0 | -1.1 | 97 | 105 | 3 | 2 | -15 | 11 | 8
COc1ccc(N2CCN(c3ccc(Cl)nn3)CC2)cc1 | 0 | -3.9 | 96 | 88 | 1 | 0 | -8 | -4 | 2
CCCCCCCC1=CC2=CC(=O)C(C)(OC(C)=O)C(=O)C2=CN1CCc1ccccc1 (centres undefined) | 5 | 0.4 | 88 | 104 | 11 | 5 | 30 | 20 | 6
CCOC(=O)c1c(C)nc2sc(C(N)=O)c(N)c2c1-c1ccc(OC)cc1 | 3 | -1.7 | 104 | 107 | 6 | 0 | 6 | 4 | 3
O=C(c1ccncc1)N1CCN(c2ccc3ccccc3n2)CC1 | 7 | 1.8 | 104 | 100 | 0 | 6 | 5 | -8 | -5
O=C1Nc2cc(Cl)c(Cl)cc2N(O)N1c1ccccc1 | 4 | 1.4 | 103 | 95 | 3 | 0 | 31 | 5 | 1
CCCCCCCCS(=O)CCC(=O)O (centres undefined) | -1 | -2.0 | 101 | 108 | 5 | 3 | 8 | -1 | 1
S=c1[nH]nc(-c2cc(-c3ccccc3)n[nH]2)n1/N=C/C=C/c1ccccc1 | 1 | 0.0 | 102 | 101 | -17 | 22 | 1 | -14 | -12
CCn1cc([N+](=O)[O-])c(C(=O)N2N=C(c3ccc(OC)cc3OC)CC2c2ccccc2O)n1 (centres undefined) | 1 | 3.3 | 96 | 103 | 2 | 0 | 7 | 1 | -1
Cn1nc(C(=O)N2CCCc3ccccc32)c2ccccc2c1=O | -1 | 2.1 | 101 | 101 | 7 | 0 | -16 | -4 | -4

Structural class, the entries above with a nitro group on carbon
smiles | GLD-1 TGE inh | MEX-5 binding | AGP1-GFP MLPCN | CIT2-GFP yeast | Bcl-xL primary | GRK2 inh | VLA-4 inh | MCL1 BIM primary | Fam108B counter
Cc1c(Cl)c([N+](=O)[O-])nn1CCCC(=O)Nc1cccc(O)c1 | 4 | -0.4 | 105 | 102 | 3 | 0 | 0 | 5 | 4
CCn1cc([N+](=O)[O-])c(C(=O)N2N=C(c3ccc(OC)cc3OC)CC2c2ccccc2O)n1 (centres undefined) | 1 | 3.3 | 96 | 103 | 2 | 0 | 7 | 1 | -1

Remaining list, next part.
smiles | GLD-1 TGE inh | MEX-5 binding | AGP1-GFP MLPCN | CIT2-GFP yeast | Bcl-xL primary | GRK2 inh | VLA-4 inh | MCL1 BIM primary | Fam108B counter
COc1ccccc1C1CC(c2ccccc2)=NN1C(=S)Nc1ccccc1 (centres undefined) | -6 | 1.7 | 104 | 101 | 6 | 2 | 16 | 4 | -11
N#C/C(=C\c1ccc(O)cc1)C(=O)N1CCCC1 | 9 | 2.4 | 99 | 101 | 4 | 2 | 16 | 0 | 0
Cc1nn(C)c(C)c1CN(Cc1nc(CCC(C)C)no1)C(C)C | 6 | 1.1 | 94 | 98 | 2 | 0 | 6 | -2 | -1
O=c1c2ccc([N+](=O)[O-])cc2ncn1CCOc1ccccc1 | -1 | -0.7 | 107 | 96 | 7 | 0 | -8 | 10 | 1
Cc1ccc2cc(C#N)c(N3CCCN(S(=O)(=O)c4ccccc4)CC3)nc2c1 | 15 | -4.1 | 93 | 88 | 17 | 6 | -21 | 15 | -5
CC1CCN(c2nc3c(c(=O)[nH]c(=O)n3C)n2Cc2ccccc2)CC1 | 6 | -2.9 | 96 | 100 | 1 | 5 | 8 | 6 | -1
O=C(COc1ncnc2sccc12)Nc1ccc(F)cc1F | -4 | -4.5 | 103 | 93 | 3 | 0 | -6 | -1 | 0
CCCCNC(=O)c1ccc(SCC(=O)N(CC)CC)c([N+](=O)[O-])c1 | 0 | 0.7 | 101 | 96 | 7 | 3 | 14 | 8 | 3
Cc1cc(C)c2nc(SCC(=O)Nc3ccccc3N3CCOCC3)c(C#N)cc2c1 | 8 | -1.9 | 104 | 105 | 9 | 0 | -36 | 20 | 3
O=C(O)c1cc2ccccc2c(N=Nc2cccnc2)c1O | -12 | -1.4 | 90 | 97 | 8 | 0 | -2 | 4 | 6
CSc1ccc(/C=C(/NC(=O)c2ccco2)C(=O)N2CCCCCC2)cc1 | 2 | -0.1 | 101 | 102 | 3 | 2 | -3 | 6 | 3
OC1(c2ccc3c(c2)OCO3)CCN(Cc2ccccn2)CC1 | 1 | -1.8 | 95 | 93 | 2 | 2 | 14 | 6 | 5
CCOC(=O)C1CCN(S(=O)(=O)c2ccc(-c3ccccn3)s2)CC1 | 0 | 2.0 | 97 | 90 | 4 | 1 | 7 | 7 | 1
CN=C1NN=C(c2cc(C)n(-c3ccc(Cl)cc3)c2C)CS1 | -2 | -1.9 | 105 | · | 0 | 1 | 8 | 2 | 2
CC(C)(O)C#Cc1ccc(C(=O)N2CCN(c3ccc(Cl)cc3)CC2)cc1 | -2 | -4.3 | 108 | 96 | 6 | 2 | 2 | -1 | -4
CS(=O)(=O)NN1C(=O)c2ccccc2NC1c1ccccc1 (centres undefined) | 3 | 2.0 | 110 | 106 | 7 | 0 | 2 | 0 | -1
CCC(C)NS(=O)(=O)c1ccc(OCC(=O)NCc2cccnc2)cc1 (centres undefined) | -4 | · | 99 | 104 | 3 | 0 | 3 | 0 | -2
CC(=O)c1cc(CC=C(C)C)c(O)c(CC=C(C)C)c1O | -4 | 2.6 | 98 | 94 | 4 | 0 | 0 | 4 | 3
Cn1nc(C(F)(F)F)c(-c2cccc(C(F)(F)F)c2)c1NC(=O)c1ccco1 | 6 | 1.0 | 107 | 108 | 5 | 1 | 1 | 0 | 0
Cc1ccc(NC(=O)C2CCCN2S(=O)(=O)c2ccc3c(c2)n(C)c(=O)c(=O)n3C)c(C)c1 (centres undefined) | 4 | -3.3 | 103 | 101 | 1 | 0 | 8 | 1 | -1
CNC(=O)CSc1nc2[nH]ncc2c(=O)[nH]1 | 5 | 1.4 | 97 | 98 | 8 | 0 | 0 | 17 | 5
CC(=O)O/N=C(\N)Cc1ccc(-c2csnn2)cc1 | 6 | -0.5 | 106 | 97 | 4 | 0 | -3 | -5 | 2
Cc1nc2ccccc2n1CCC(=O)O | 6 | -0.3 | 103 | 104 | 4 | 0 | 7 | -1 | 1
Nc1nonc1C(=O)N/N=C/c1cc(Br)ccc1O | 2 | -19 | 100 | 93 | 3 | 1 | 12 | 12 | 0
Cc1ccc(C(=O)Nc2ccccc2NC(=O)c2ccc(C)o2)o1 | 5 | 0.7 | 97 | 101 | 4 | 1 | 21 | 0 | 1
Cc1cnc(CN(C)C(=O)c2cc(COc3c(F)cccc3F)on2)[nH]1 | 2 | 1.2 | 110 | 98 | 3 | 11 | 0 | 9 | -2
Cc1cccc(N2CC(C(=O)Nc3cccc(S(=O)(=O)N4CCCCC4)c3)CC2=O)c1C (centres undefined) | -5 | · | 97 | 95 | -3 | 2 | 0 | -2 | ·
NS(=O)(=O)c1ccc(CCNC(=O)NC2CCCCC2)cc1 | 2 | 1.7 | 103 | 101 | 3 | 0 | 4 | 1 | -1

Profiles as entered above. Order of screens: GLD-1 TGE inh, MEX-5 binding, AGP1-GFP MLPCN, CIT2-GFP yeast, Bcl-xL primary, GRK2 inh, VLA-4 inh, MCL1 BIM primary, Fam108B counter
Shown for Cc1nn(C)c(C)c1CN(Cc1nc(CCC(C)C)no1)C(C)C → 6, 1.1, 94, 98, 2, 0, 6, -2, -1
Shown for Cn1nc(C(F)(F)F)c(-c2cccc(C(F)(F)F)c2)c1NC(=O)c1ccco1 → 6, 1.0, 107, 108, 5, 1, 1, 0, 0

A draw from above in order of count of non-hydrogen atoms, low to high.
smiles | GLD-1 TGE inh | MEX-5 binding | AGP1-GFP MLPCN | CIT2-GFP yeast | Bcl-xL primary | GRK2 inh | VLA-4 inh | MCL1 BIM primary | Fam108B counter
CC(=O)c1cc(CC=C(C)C)c(O)c(CC=C(C)C)c1O | -4 | 2.6 | 98 | 94 | 4 | 0 | 0 | 4 | 3
CC1CCN(c2nc3c(c(=O)[nH]c(=O)n3C)n2Cc2ccccc2)CC1 | 6 | -2.9 | 96 | 100 | 1 | 5 | 8 | 6 | -1
Cc1ccc(NC(=O)C2CCCN2S(=O)(=O)c2ccc3c(c2)n(C)c(=O)c(=O)n3C)c(C)c1 (centres undefined) | 4 | -3.3 | 103 | 101 | 1 | 0 | 8 | 1 | -1

Screens: PubChem, several laboratories
